Source: PubChem (several laboratories)
CHRM5 agonist: CHRM5 agonism in calcium assay; P08912; hit rate 0.19% among 360,000; AID 624037; CHO-K1 hM5 cells, Fluo-8 calcium fluorescence; 0% DMSO wells, 100% maximal acetylcholine response; activation, % at 3 µM;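 active = activation above the run's mean over test compounds plus 3 SD, cut at about 23% in these data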;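 also: signal is peak over basal fluorescence ratio across the kinetic read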
M5 antag: antagonists of human muscarinic M5 receptor (CHRM5). P08912. CHO-hM5 cells, Fluo-8 calcium fluorescence, ACh EC80. inhibition, % at 3 µM. hit rate 0.59% among 360,000;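 active = inhibition above a per-plate cutoff, the mean of that plate's test compounds plus 3 SD, cut at about 27% in these data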;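 also: 0% = acetylcholine EC80 with DMSO and 100% = DMSO without agonist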
TAAR1 agonist: human TAAR1 agonism; Q96RJ0; CHO RD-HGA16 TAAR1, Fluo-8 calcium fluorescence; vehicle wells 0%, saturating PEA agonist 100%; activation, % at 3 µM; hit rate 0.99% among 360,000; AID 624467;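 active = activation above the mean activation of all test compounds in the run plus 3 SD, cut at about 38% in these data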
Target sequence (Q96RJ0 whole entry, looked up): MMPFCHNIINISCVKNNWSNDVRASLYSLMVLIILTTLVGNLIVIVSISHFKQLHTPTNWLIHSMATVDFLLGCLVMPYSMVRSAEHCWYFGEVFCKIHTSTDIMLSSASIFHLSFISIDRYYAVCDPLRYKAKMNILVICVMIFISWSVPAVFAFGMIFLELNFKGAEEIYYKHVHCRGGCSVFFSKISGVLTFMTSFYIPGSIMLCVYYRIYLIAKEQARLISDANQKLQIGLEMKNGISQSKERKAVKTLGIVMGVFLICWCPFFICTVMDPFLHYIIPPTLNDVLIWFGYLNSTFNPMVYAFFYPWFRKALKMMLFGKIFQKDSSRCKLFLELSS
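System: CHO RD-HGA16 cells carrying human TAAR1 plus Gα16; Incubation: 17-24 h seeding, 75 min 37 °C dye, 30 min RT; Measured by: Fluo-8 fluorescence, 5 s baseline then 140 s kinetic read; Control set: DMSO and PEA EC100; Replication: single well for each compound.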
CRFR2-BP ag: CRF-BP/CRF-R2 complex agonism | HEK293 CRF-R2/CRF-BP, calcium dye fluorescence (FLIPR); percent of saturating CRF peptide response | activation, % at 13.2 µM | hit rate 0.46% among 350,000 | AID 588473;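 active = activation of at least 50%, plus an integration ratio under a set limit after plate pattern correction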;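 also: plate controls were neutral control wells without compound for no effect and CRF at EC100 for full effect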
TAAR1 antagonist: antagonists of human TAAR1; Q96RJ0; CHO RD-HGA16 TAAR1, Fluo-8 calcium fluorescence, antagonist; inhibition, % at 3 µM; hit rate 1.5% among 360,000;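 active = inhibition above a per-plate cutoff, the mean inhibition of test compounds on that plate plus 3 SD, cut at about 49% in these data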;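 also: 0% = DMSO plus EC80 beta-PEA response and 100% = DMSO alone without agonist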
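Material: RD-HGA16 CHO cells with stable hTAAR1 and Gα16; Dosing: single nominal final test compound concentration of 3 µM; Schedule: seeding 17-24 h prior, 75-min 37 °C, 30-min RT dye loading; Detection: kinetic Fluo-8 calcium fluorescence measurement; Measure: % inhibition from peak post-agonist over basal fluorescence ratio; Benchmarks: vehicle and agonist controls.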
M5 PAM: CHRM5 positive allosteric modulation | CHO-K1 hM5, Fluo-8 calcium, ACh EC20 PAM; 0% = ACh EC20, 100% = ACh EC100 | activation, % at 3 µM | hit rate 0.3% among 360,000 | AID 624038;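 active = activation above the run cutoff, the mean activation of all test compounds plus 3 SD, cut at about 18% in these data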
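System – CHO-K1 hM5 cells · Compound – 3 µM, single dose · Incubation – compound preincubation 140 s before EC20 acetylcholine addition · Technique – Fluo-8 calcium fluorescence · Measure – Max/basal fluorescence ratio as % of EC20–EC100 ACh window · Benchmarks – low control EC20 acetylcholine (0%), high control EC100 acetylcholine (100%) · Replication – singlicate, one well per test compound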
CRFR2-BP antag: blocks CRF-induced signaling of the CRF-BP/CRF-R2 complex. inhibition, % at 11.8 µM. hit rate 0.59% among 350,000. HEK293 CRF-R2/CRF-BP, CRF-induced calcium fluorescence;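 active = inhibition of the ligand-induced calcium signal above about 50% at the single tested concentration, limit read from the data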
CHO-K1 Ca PAM: M1 PAM counterscreen hit in parental CHO-K1 cells; AID 602247; activation, % at 3 µM; hit rate 0.02% among 360,000; ATP EC20, Fluo-8 calcium fluorescence; 0% at ATP EC20, 100% at ATP max;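 active = activation above the run cutoff, the mean activation of all test compounds plus 3 SD, cut at about 40% in these data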;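 also: peak over basal fluorescence ratio in a 140 s read after ATP addition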
CHRM4 PAM: potentiates acetylcholine response at human M4 receptor | P08173 | activation, % at 3 µM | hit rate 0.4% among 360,000 | CHO-K1 hM4/Gqi5, Fluo-8 calcium fluorescence, ACh EC20; 0% = ACh EC20, 100% = maximal ACh;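 active = activation above its plate's cutoff, the mean activation of sample wells plus 3 SD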; also: some results filed as inactive read as strong as hits
Target sequence (P08173 whole entry, looked up): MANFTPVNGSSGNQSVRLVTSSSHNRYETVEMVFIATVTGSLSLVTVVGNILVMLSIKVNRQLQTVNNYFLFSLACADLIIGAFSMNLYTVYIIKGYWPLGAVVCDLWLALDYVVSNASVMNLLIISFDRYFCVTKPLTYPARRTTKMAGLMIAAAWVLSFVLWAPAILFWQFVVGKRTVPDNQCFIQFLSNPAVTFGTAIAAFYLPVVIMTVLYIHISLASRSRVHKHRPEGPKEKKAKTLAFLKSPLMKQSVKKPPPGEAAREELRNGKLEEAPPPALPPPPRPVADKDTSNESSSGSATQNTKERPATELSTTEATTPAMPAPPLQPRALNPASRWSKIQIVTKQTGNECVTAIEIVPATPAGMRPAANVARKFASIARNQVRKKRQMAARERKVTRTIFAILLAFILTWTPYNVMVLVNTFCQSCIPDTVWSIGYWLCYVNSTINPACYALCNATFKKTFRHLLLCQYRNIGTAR
* marks the source's active call; other numbers are inactive results; nt = not tested or not shown. Hits appear at their usual frequency (roughly 4.2% active in at least one column).

mol	CHRM5 agonist	M5 antag	TAAR1 agonist	CRFR2-BP ag	TAAR1 antagonist	M5 PAM	CRFR2-BP antag	CHO-K1 Ca PAM	CHRM4 PAM
CC(=O)N(Cc1cccs1)C1CCOC(C)(C)C1 (stereo unspecified)	-10	-6	0	-0.9	-20	3	-11	20	0
CCC(Oc1ccccc1)C(=O)Nc1ccccc1N1CCCCC1 (stereo unspecified)	-3	-6	0	0.3	-43	0	-11	17	-4
O=C(Nc1ccn(Cc2c(F)c(F)cc(F)c2F)n1)c1cccc(Cn2cc([N+](=O)[O-])cn2)c1	3	9	13	-1.7	18	-20	-9	14	-22
O=C(Nc1csnn1)OCc1ccccc1	-1	9	2	-2.0	1	4	0	-1	1
Nc1nc(SCC(=O)Nc2ccc(Cl)cn2)n[nH]1	-1	-9	0	-1.1	-2	-3	-16	17	4
COc1ccc(-c2oc3ccccc3c2C(=O)OCc2ccccc2OC)cc1	4	4	5	19	-13	-9	-28	1	12
CCc1ccccc1NC(=O)COc1ccc2c(=O)c(Oc3cc(C)ccc3C)coc2c1	-3	5	3	9.8	-10	0	-1	11	12
CC(=O)N/C(=C/c1ccccc1)C(=O)NC(Cc1ccccc1)C(=O)O (stereo unspecified)	-2	-15	3	0.8	-4	4	-5	24	12
C[C@@H](NC(=O)c1ncn2c1C(=O)NC[C@@H]2C)c1ccccc1	1	-6	0	-1.6	-7	4	-3	6	0
CC1CCN(C(=S)c2ccc(-c3ccc(Cl)cc3Cl)o2)CC1	-2	-6	0	-2.4	-10	4	38	8	-15
COC(=O)c1c(NC(=O)COC(=O)CC(NC(C)=O)c2ccccc2)sc(C)c1C (stereo unspecified)	-2	6	3	-1.2	-16	-1	-8	7	11
Cc1ccc2cc(COC(=O)c3ccncc3)c(=O)[nH]c2c1	0	6	13	-1.5	1	-4	4	-1	-4
CC(C)c1ccc(NC(=O)c2cc3c(=O)n(C)c4ccccc4c3n2C)cc1	0	-3	0	-0.1	-29	1	-3	12	-12
CNC(=S)N1CCN(C(=O)C2CCCO2)CC1 (stereo unspecified)	0	-1	0	-0.3	2	1	17	-8	1
O=C(Nc1nnc(-c2ccccc2Cl)o1)c1cccnc1	1	3	13	-2.4	-1	-2	18	-11	-5
CCOC(=O)c1sc(C)c2c(=O)n(CC(=O)c3ccc(Br)cc3)nnc12	-4	8	-3	0.0	-25	-1	11	13	3
O=C1CN(C(=O)/C=C/c2ccc(Cl)cc2Cl)CCN1	0	6	3	-1.5	-34	6	6	15	-4
Cc1cc(C)n2c(SCCO)nnc2n1	-4	12	1	0.0	-2	-6	7	8	-6
Cc1ccc(O)c(C(CC(=O)NC(C)C)c2ccccc2)c1 (stereo unspecified)	-1	14	12	-5.9	3	0	-20	-15	-2
Cc1ccc(C(=O)COC(=O)CN2C(=O)C3CC=CCC3C2=O)cc1C (stereo unspecified)	-1	11	1	0.1	-8	-2	1	-1	10

One compound at a time, from the list above. Screens in order: CHRM5 agonist, M5 antag, TAAR1 agonist, CRFR2-BP ag, TAAR1 antagonist, M5 PAM, CRFR2-BP antag, CHO-K1 Ca PAM, CHRM4 PAM
Cc1cc(C)n2c(SCCO)nnc2n1 in the list: -4, 12, 1, 0.0, -2, -6, 7, 8, -6
O=C1CN(C(=O)/C=C/c2ccc(Cl)cc2Cl)CCN1 in the list: 0, 6, 3, -1.5, -34, 6, 6, 15, -4
COc1ccc(-c2oc3ccccc3c2C(=O)OCc2ccccc2OC)cc1 in the list: 4, 4, 5, 19, -13, -9, -28, 1, 12
Nc1nc(SCC(=O)Nc2ccc(Cl)cn2)n[nH]1 in the list: -1, -9, 0, -1.1, -2, -3, -16, 17, 4

Remaining list, next part:
mol	CHRM5 agonist	M5 antag	TAAR1 agonist	CRFR2-BP ag	TAAR1 antagonist	M5 PAM	CRFR2-BP antag	CHO-K1 Ca PAM	CHRM4 PAM
Cc1cc(C)n(-c2ccc(C(=O)Nc3sccc3C(N)=O)cc2)n1	0	6	15	-0.4	45	-8	-6	10	-1
O=C(Cc1nn[nH]n1)NCc1ccccc1Cl	-3	4	17	-0.5	-3	2	-2	17	3
O=C(NCc1ccc(F)cc1)c1cc2c(s1)CCCC2	-13	-1	6	-0.7	-18	-7	-10	11	0
O=C1CC(N2CCN(S(=O)(=O)c3ccccc3F)CC2)C(=O)N1c1ccc(F)cc1F (stereo unspecified)	5	7	1	-1.7	8	1	21	6	-4
Cn1c(=NCC(O)COc2ccccc2)sc2ccccc21 (stereo unspecified)	-5	-1	9	2.9	-17	8	-12	16	-4
COc1cc(C)c(NC(=S)Nc2ccc(C)c(Cl)c2)cc1OC	-5	3	2	-0.2	4	-7	5	-13	12
COc1ccc(NC(=S)NNC(=O)c2cccnc2)cc1OC	-1	-7	1	0.5	1	-2	-11	21	3
C/C(=N\NC(N)=O)c1ccc(Cl)s1	1	1	0	-0.5	-13	3	-6	7	-2
Cc1ccc(Nc2nc(N)c([N+](=O)[O-])c(N3CCC(C)CC3)n2)cc1C	-1	-5	9	1.9	-6	4	-81	7	4
Cc1ccc(S(=O)(=O)N(C)CC(=O)NNC(=O)Cc2ccccc2F)cc1	0	7	5	-4.6	-35	-2	-10	13	3
COc1ccccc1NC(=O)N1CCCC1C(=O)Nc1nnc(C(C)C)s1 (stereo unspecified)	-2	2	2	1.1	-3	-1	6	2	-5
CN(C)C(=O)CCN1CCOCC1	-4	-14	6	-1.2	8	7	-1	12	11
CCOC(=O)C1=C(C)NC2=C(C(=O)C(C(=O)OC)C(C)C2)C1c1ccc(OC)c(O)c1 (stereo unspecified)	2	4	5	-0.3	8	2	19	6	-6
C[C@@H](NC(=O)C1(c2ccccc2)CCN(C(=O)OC(C)(C)C)CC1)C(=O)N[C@@H](C(=O)O)c1ccccc1	2	-1	2	-1.6	-19	3	8	-2	4
O=C(COC(=O)c1cncc(Br)c1)NCc1ccc2c(c1)OCO2	1	0	-2	-2.8	-1	9	-2	14	0
CCN1CCCC1CNC(=O)c1ccc2c(c1)NC(=O)/C(=C\c1ccc(OC)c(OC)c1)S2 (stereo unspecified)	-9	16	1	1.6	0	-4	-14	-13	-6
CCOc1ccc(OCC)c(NC(=O)CN2CCN(c3cc(C)ccc3C)CC2)c1	1	-2	14	-1.4	-10	-5	21	-9	-2
N#CCSc1nc2ccccc2c2nc3ccccc3n12	0	1	7	-1.7	10	-1	10	24	1
CCN(CC)S(=O)(=O)c1ccc(OCC(=O)NC(=O)Cc2ccccc2)c([N+](=O)[O-])c1	2	-3	4	-0.9	36	6	1	9	2
O=C(Nc1ccccc1C(=O)N1CCCCCC1)c1cccc([N+](=O)[O-])c1	0	-2	2	-0.1	-13	-2	9	-20	0
O=C(CSC(=S)N1CCOCC1)c1cc2ccccc2oc1=O	0	-8	nt	-1.0	nt	9	-3	2	1
COc1ccc(CN(C)CC(=O)Nc2sc3c(c2C#N)CCC3)cc1OC	4	16	5	-3.0	6	-16	16	0	-9
COc1ccc(Cl)cc1NC(=O)C/C(C)=N/NC(=O)Cc1ccccc1	0	-2	3	-0.2	-15	-2	0	-2	4
Cc1nc2nc(-c3cccnc3)nn2c(C)c1Cl	0	-1	0	4.1	5	-2	5	11	3
COc1ccc(NC(=O)CN(c2ccccc2)S(=O)(=O)c2ccccc2)c(OC)c1	-2	-8	-1	-1.6	-40	1	-4	-9	-8
O=c1c2ccccc2on1-c1ccccc1	0	5	0	0.8	6	-4	-18	-6	-2
CCOc1ccccc1CN1CCNC(=O)C1CC(=O)NCCCn1cccn1 (stereo unspecified)	-1	2	2	-2.7	-12	-4	45	8	4
NC(=O)C1CCN(c2ncnc3c(-c4ccccc4)nsc23)CC1	-1	1	4	-0.2	7	4	-10	10	4
O=C1CC(N2CCN(c3ccccc3)CC2)C(=O)N1Cc1ccc(Cl)cc1 (stereo unspecified)	-6	2	2	-0.1	-15	-1	-2	18	-6
Fc1ccc(Cc2nnc(-c3cccs3)o2)cc1	0	-2	-2	-1.5	23	0	-14	16	5
CCOc1ccc(NC(=O)c2ccc(CN3CCc4ccccc4C3)cc2)cc1	-14	-1	4	-0.5	-23	-3	-2	-25	-10
Cc1ccccc1OCCOCCN1CCCCCC1	-10	-9	7	0.6	9	-5	-1	30	-8
O=C(Cn1c2c(c(=O)n3ncnc13)CCC2)N/N=C/c1cccs1	1	-1	0	-1.9	-44	7	0	14	2
C#CC(c1ccccc1)(c1ccccc1)n1ccnc1	-3	-7	4	-0.3	2	1	3	8	-1
C/C(CC1CC(C)(C)OC1=O)=N/Nc1nc(-c2ccccc2)cs1 (stereo unspecified)	0	5	4	2.3	-2	-1	-17	5	-2
O=S(=O)(NCCN1CCOCC1)c1cccs1	0	21	14	1.4	4	-5	4	8	5
CC(C)NS(=O)(=O)c1ccc(OCC(=O)NC(C)c2ccccc2)cc1 (stereo unspecified)	-5	7	1	0.2	-16	0	-4	6	2
Cc1ccc(C#N)c(SCc2cc3c(cc2Cl)OCO3)n1	1	-11	21	-1.0	-20	6	1	17	-1
Cc1csc(C(C#N)C(=O)c2ccc(S(=O)(=O)N3CCCC3)cc2)n1 (stereo unspecified)	4	9	8	1.1	16	-8	7	20	6
CC1(C)CC(=O)c2c(O)cc(OCc3ccc(Br)cc3)cc2O1	-5	-3	14	28	2	-2	-14	27	-2
CCCN(CC(=O)Nc1ccccc1C)C(=O)C1CC(=O)N(c2cccc(C)c2C)C1 (stereo unspecified)	1	0	1	2.2	15	6	-6	18	5
CCOC(=O)C1CCN(C(=O)COc2ccc(Br)cc2C)CC1	0	10	1	1.6	6	1	10	-7	-4
CS(=O)(=O)c1ccc(Cl)c(NC(=O)CCN2C(=O)C3CC=CCC3C2=O)c1 (stereo unspecified)	1	14	0	0.2	12	-2	-4	-4	2
CCOC(=O)C1CCN(C(=O)c2cc3cc4ccc(OC)cc4nc3o2)CC1	-2	9	1	-2.4	4	-3	14	9	-5
O=C(O)CCSc1ccc([N+](=O)[O-])cc1[N+](=O)[O-]	-1	-6	4	9.3	3	3	-42	-3	6
CN(C)S(=O)(=O)c1ccc(C(=O)Nc2nnc(SCc3cccc4ccccc34)s2)cc1	-5	-1	0	6.2	-6	-4	-20	21	6
